Bioassay records deposited in PubChem by several laboratories.
sdo1 growth = growth rescue of sdo1-depleted yeast, primary screen, S. cerevisiae, bone marrow failure model | S. cerevisiae sdo1-depleted JHY4D growth rescue, OD600 30 h; active compounds read high; pdr5 snq2 efflux-pump mutant strain | z-score at 10 µM | actives 0.21% (n = 140,000) | AID 817, 2007;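 active means z-score above 3 at both the 24 hr and the 30 hr optical density reads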;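 further: z-score against mean and SD of all compound wells on the same plate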
Insulin prom inh = inhibitors of insulin promoter-driven GFP, primary screen, imaging, TRM-6 cells (human fetal islet line), eGFP reporter, cell count. reporter expression induced with tamoxifen. inhibition, % at 2 µM. actives 0.9% (n = 130,000). AID 1273, 2008;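 active means inhibition above the mean plus 3 SD, with well images judged a real hit on visual review, cut at about 60% in these data, passing the limit was not always enough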
sdo1 growth Rescue 24 h = also measured in sdo1 growth; calls as there; z-score; S. cerevisiae sdo1-depleted JHY4D growth rescue, OD600; measured here: growth rescue at 24 h;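 0 is the plate mean of compound wells and units are plate SD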
Starred values were filed as active, the others as inactive; · = no result given.

Insulin prom inh	sdo1 growth	canonical_smiles	sdo1 growth Rescue 24 h
-369	-0.13	CCc1cc(C)cc(OCCNC(=O)c2ncn[nH]2)c1	-0.34
-21	-0.5	N#Cc1cc2ccccc2nc1SCC(=O)Nc1ccc(S(=O)(=O)N2CCCC2)cc1	-0.19
26	-0.71	Cc1ccc(C(=O)n2cnnc2N)cc1	-1.2
32	-0.94	COc1ccccc1NC(=O)COc1ccc(/C=N/NC(=O)CSCc2ccc(Cl)cc2)cc1	1.6
8	-0.54	COc1cccc(-c2cc(C(F)(F)F)n3ncc(C(=O)O)c3n2)c1	-1.1
-69	0.47	Cc1c(NC(=O)Nc2ccccc2)cccc1[N+](=O)[O-]	0.22
57	-0.19	COc1ccccc1/C=C(/C(=O)OCC(=O)Nc1ccccc1C(C)C)c1ccccc1	-0.44
-16	1.8	Cc1ccc(CCNC(=O)C2CCC(=O)N2Cc2cccnc2)cc1 (stereo not given)	2.1
8	0.69	Cc1ccc(OCC(=O)Nc2ccc([N+](=O)[O-])cc2)cc1	2.6
-5	0.57	CCC(CC)C(=O)NCCN1CCN(C(=O)C(CC)CC)CC1	0.38
7	-0.22	CC(C)COC(=O)Nc1nnc(SCCOc2ccccc2)s1	-0.65
29	-0.97	O=C(c1cccs1)n1nc(-c2ccccc2)nc1NCc1ccc(F)cc1	-0.2
50	-1.7	Cc1ccc(/C=c2\sc3n(c2=O)CN(c2ccc(Br)cc2)CN=3)o1	-1.6
·	-0.05	CCOC(=O)c1c(NC(=O)/C=C/c2ccco2)sc(C)c1C	-0.28
-105	·	Cc1[nH]c2ccccc2c1SCC(=O)N1CCCCCC1	·
55	0.57	CCCCn1c(SCC(=O)OC)nc2c1c(=O)n(C)c(=O)n2C	0.39
-59	-0.21	Cc1cc(Cl)ccc1Oc1ncc(-c2ccc(Cl)cc2)cn1	1.4
11	·	OCc1cn(-c2ccccc2)nn1	·
-22	0.77	CC(=O)Nc1ccc(C(=O)CSc2cc(C)c3cccc(C)c3n2)cc1	1.1
33	·	Oc1ccc(/C=N/n2cc(-c3ccccc3)[nH]c2=S)cc1	·
50	0.5	O=C(O)C(Cc1ccccc1)NS(=O)(=O)c1ccc2c(c1)OCCO2 (stereo not given)	-0.32
-9	-0.61	CCC(C)C(=O)Nc1nc(C)c(-c2csc(Nc3cc(OC)ccc3OC)n2)s1 (stereo not given)	0.03
-21	-0.59	CCOc1ccc(NC(=O)Cn2nnc(C(=O)NCc3ccco3)c2N)cc1	0.56
18	-0.58	O=C(COC(=O)C12CC3CC(CC(C3)C1)C2)Nc1ccc([N+](=O)[O-])cc1Cl	-0.01
·	-2.4	COc1ccc(OC)c(/C=c2\sc3nc(-c4cccs4)nn3c2=O)c1	-1.4
·	1.8	Cc1cc(C)n2nc(SCC(=O)N/N=C/c3ccccn3)nc2n1	0.89
9	-0.46	COc1ccc(CCNC(=O)CCN2C(=O)COc3ccc(C)cc32)cc1OC	-1.8
26	-1.3	c1ccc(Cn2c(CSc3nnnn3-c3ccccc3)nc3ccccc32)cc1	-1.1
-23	0.27	CC(=O)c1sc(NC(=O)C(C)C)nc1C	0.43
21	0.01	CCc1ccc(NC2CC(=O)N(c3ccc(OC)cc3OC)C2=O)cc1 (stereo not given)	2.5
·	2.5	Cc1ccc(NC2OC(CO)C(O)C(O)C2O)cc1 (stereo not given)	-0.04
-35	-1.6	COc1ccc(OC)c(NC(=O)c2cccc(Cn3cc(Br)c([N+](=O)[O-])n3)c2)c1	-1
-35	0.45	O=C(NNC(=O)c1cccnc1SCc1cccc([N+](=O)[O-])c1)c1cccnc1	0.22
33	·	CN(C)c1ccc2c(=O)[nH][nH]c(=O)c2c1	·
·	0.62	COCC(C)NS(=O)(=O)c1ccc(NC(=O)C(Cc2ccccc2)NC(N)=O)cc1 (stereo not given)	1.5
60	0.25	CCOCc1nnc(NC(C)=O)s1	-0.07
·	0.22	CCOC(=O)CCCCC(=O)c1[nH]c(=O)[nH]c1CN1CCOCC1	-0.23
0	0.55	CC(C)(C)c1ccc(C(=O)NCC(=O)OCC(=O)Nc2ccc3c(c2)OCCO3)cc1	0.47
22	·	CC(/C=N/NC(=O)c1ccco1)=C\c1ccccc1	·
-14	-0.86	Cc1ccoc1C(=O)NCCNc1ccc(Cl)cc1[N+](=O)[O-]	-0.81
-11	-0.45	CCOC(=O)N1CCN(C(=O)c2cccn3c(=O)c4cc(Cl)ccc4nc23)CC1	-0.77
-10	-0.24	CCn1c(NC(=O)c2ccc(COc3ccc(C)cc3[N+](=O)[O-])o2)nc2ccccc21	1
·	0.38	O=C(NCCCN1CCOCC1)c1cc(-c2ccc(F)cc2)on1	0.24
-27	0.23	O=S(=O)(Nc1cccnc1)c1cccc(C(F)(F)F)c1	-0.23
·	-0.28	CCCOc1ccc(-c2nnc(-c3ccncc3)o2)cc1	0.1
-5	1.4	CCOC(=O)/C=c1\s/c(=C\c2ccc(-c3ccccc3)cc2)c(=O)n1CC(=O)NCc1ccc2c(c1)OCO2	0.87
-27	1.3	O=C1C2C3C=CC(C3)C2C(=O)N1c1cccc(N2C(=O)C3C4C=CC(C4)C3C2=O)n1 (stereo not given)	1.8
38	-0.91	CC(C)(C)C(=O)NC(NC(=S)Nc1sc2c(c1C#N)CCCC2)C(Cl)(Cl)Cl (stereo not given)	-1.2
·	-0.53	Cc1ccc(C(C(=O)NC(C)(C)C)N(C(=O)c2csnn2)c2ccccc2F)o1 (stereo not given)	-0.55
21	1.1	O=C1N2CCSC2=NC1(Nc1nccs1)C(F)(F)F (stereo not given)	1.1
15	-0.42	COC(=O)c1ccc2c(c1)N(Cc1cc(C)ccc1C)C(=O)c1ccccc1S2=O (stereo not given)	-0.27
·	-2.1	COc1cc(NC(=O)c2ccco2)c(OC)cc1NC(=O)Nc1ccccc1Cl	-1.6
44	-0.2	O=S(=O)(c1ccc(S(=O)(=O)N2CCN3CCCC3C2)cc1)N1CCCC1 (stereo not given)	0.77
0	·	C=CCNC(=S)/C(=C(/[O-])c1ccccc1Br)[n+]1ccccc1	·
69	·	O=C1NC(=Nc2ccccc2)SC1Cc1ccccc1 (stereo not given)	·
-5	-0.02	Cc1ccc(-n2c(SCC(=O)NCc3ccc4c(c3)OCO4)nnc2-c2cccnc2)c(C)c1	0.39
60	·	Cc1nc(SCC2(C)CC2(Cl)Cl)n[nH]1 (stereo not given)	·
-3	0.79	O=C(Nc1ncccc1Cl)c1ccccc1F	0.17
-13	0.2	CC(C)OCCCNC(=O)CCC(=O)NNc1nc2ccccc2c2nc(-c3ccccc3)nn12	-0.9
-27	·	O=C(NC1CCCCC1)C(c1ccc(F)cc1)N(Cc1ccco1)C(=O)c1ccccn1 (stereo not given)	·

Whole records from above. Order of screens: Insulin prom inh, sdo1 growth, sdo1 growth Rescue 24 h
CCn1c(NC(=O)c2ccc(COc3ccc(C)cc3[N+](=O)[O-])o2)nc2ccccc21 is entered as -10, -0.24, 1
CCOC(=O)/C=c1\s/c(=C\c2ccc(-c3ccccc3)cc2)c(=O)n1CC(=O)NCc1ccc2c(c1)OCO2 is entered as -5, 1.4, 0.87
COc1ccc(OC)c(NC(=O)c2cccc(Cn3cc(Br)c([N+](=O)[O-])n3)c2)c1 is entered as -35, -1.6, -1

Other entries:
Insulin prom inh	sdo1 growth	canonical_smiles	sdo1 growth Rescue 24 h
17	-1.7	Cc1ccc(Oc2ccc(-c3nc(N)nc(N)n3)cc2)cc1C	-0.58
-12	-0.4	CC1CC/C(=C\c2ccc3c(c2)OCO3)C(=O)/C1=C/c1ccc2c(c1)OCO2 (stereo not given)	0.23
-26	-0.03	O=C(Nc1ccc([N+](=O)[O-])cn1)c1cc(-c2cccc(Br)c2)nc2ccccc12	0.7
·	-1.6	N#CC1(c2ccc(NC(=O)c3ccccc3)cc2)CCCC1	-0.84
12	-0.94	COC(=O)C1CCN(C(=O)c2sc3nc(-c4ccc(F)cc4)cn3c2C)CC1	-0.85
-31	0.27	CN1CCC(Oc2ccc(Sc3ccccc3)cc2)CC1	0.2
·	1.3	COc1cc(CCC(=O)N2CCN(c3ccc(N4CCOCC4)nn3)CC2)cc(OC)c1OC	1.3
·	-0.68	CCCCCCc1cc2cc(S(=O)(=O)c3ccc(F)cc3)c(=O)oc2cc1O	-0.27
-36	0.52	O=C(CNS(=O)(=O)c1cccc2nonc12)NCc1ccc(F)cc1	0.11
29	1.2	O=C(O)C1Cc2ccccc2CN1C(=O)c1ccccc1Cl (stereo not given)	1.6
·	0.38	COc1cc(-c2noc(-c3ccco3)n2)cc(OC)c1OC	0.27
-39	0.23	O=C1C(C=NCc2ccncc2)=C(O)c2ccccc21	0.12
23	0.26	N#Cc1ccc(OCCN2C(=O)NC3(CCSC3)C2=O)cc1 (stereo not given)	0.18
8	-0.6	O=C1C2C3c4ccccc4C(c4ccccc43)C2c2nc3ccccc3n21 (stereo not given)	0.13
-82	·	CCOc1ccc(N2CC(C(=O)Nc3ccc4c(c3)OCO4)CC2=O)cc1 (stereo not given)	·
5	0.77	Brc1ccc2ncnc(Nc3ccc(N4CCOCC4)cc3)c2c1	1.4
39	0.87	CCN(CC)S(=O)(=O)c1cccc(C(=O)N[C@H](C(=O)OCC(=O)Nc2ccccc2)C(C)C)c1	1
·	0.56	CCCn1c(SCc2ccccn2)nc2c1c(=O)n(C)c(=O)n2C	0.58
-14	0.36	c1cc2c(cc1C1CCCN1)OCCCO2 (stereo not given)	0.39
25	-0.92	S=c1[nH]nc(-c2ccc3ccccc3n2)n1-c1ccccc1Cl	-0.86
-100	2	CCNC(=S)NNC(=O)c1cc(Br)cs1	0.6
·	0.43	COc1ccc(N(CC(=O)NC2CCCCCC2)S(=O)(=O)c2c(C)nn(C)c2C)cc1	0.18
11	-1.2	CC1CCN(S(=O)(=O)c2ccc3ccccc3c2)CC1	-0.9
-81	-0.47	CCC(C)(C)n1nnnc1C(c1ccc2ncccc2c1)N1CCCC(C)C1 (stereo not given)	-0.61
40	-0.21	COC(=O)c1ccc(CSc2nc3ccccc3c(=O)n2-c2ccc(OC)c(OC)c2)o1	0.31
-11	0.34	CC(C)NC(=O)CC(=O)N/N=C/c1ccccc1F	0.31
-31	-0.77	Cc1ccc(CNC(=O)C2CNc3cc(C)ccc3O2)cc1 (stereo not given)	-0.59
0	1.2	CCOCc1cnc(C)nc1NCC(=O)c1c(C)[nH]c2ccccc12	0.14
-89	·	O=C(NCc1cccnc1)c1ccc(Cl)c(S(=O)(=O)N2CCCCCC2)c1	·
-37	0.95	Cc1c(C)[n+](=O)c(-c2cccs2)c(C)n1[O-]	0.79
21	-1.3	CCOc1cc(/C=C/c2ccc3cccc([N+](=O)[O-])c3n2)cc(Cl)c1O	-0.68
-3	0.69	COc1ccc(N/C(=N/c2nc(C)cc(C)n2)NC(=O)Nc2ccc(Cl)c(Cl)c2)c(OC)c1	2.9
-69	·	CC(=O)OCC12COC3c4ccccc4OC(C)(CC1C)C3C2C (stereo not given)	·
30	0.14	OCCN(Cc1ccccc1)CC1CC=CCC1 (stereo not given)	-0.23
-38	-0.23	CC(=O)Nc1c(O)[nH]c2ccccc12	-0.6
·	-0.21	O=C(N/N=C/c1coc2ccccc2c1=O)c1cn(-c2ccccc2)nc1-c1ccccc1	0.3
-17	·	CN(C)C(=O)COC(=O)c1ccccc1NC(=O)c1ccco1	·
3	0.51	CN1CCN(CCCNC(=O)c2cn(C3CCCCC3)c(=O)c3c2c2ccccc2n3C)CC1	0.22
-12	-0.44	Cn1cc(/C=C2\SC(=S)N(NC(=O)c3ccccc3)C2=O)c2ccccc21	-0.26
-31	·	COC(=O)C1=C(C)N(Cc2ccc3c(c2)OCO3)C(=O)C1	·
·	-1.4	Cc1ccc(C2=NNC(c3ccc(Cl)cc3)=Nc3ccccc32)o1	-1.3
·	0.38	CC(C)c1ccc(C(O)c2cnc(C(C)C)n2C)cc1 (stereo not given)	0.59
-34	2.3	O=c1c(N2CCOCC2)nsn1Cc1ccccc1	3.4
22	-0.3	O=C(NCCOc1ccccc1)c1cncc(Br)c1	-0.14
-30	1.2	CN(CCC#N)C(=S)Nc1ccc(Oc2ccccc2)cc1	0.34
-14	·	O=C1C2C3C=CC(CC3)C2C(=O)N1/N=C/c1ccco1 (stereo not given)	·

Fetched one by one from the list above, 6 records:
Insulin prom inh	sdo1 growth	canonical_smiles	sdo1 growth Rescue 24 h
-12	-0.44	Cn1cc(/C=C2\SC(=S)N(NC(=O)c3ccccc3)C2=O)c2ccccc21	-0.26
3	0.51	CN1CCN(CCCNC(=O)c2cn(C3CCCCC3)c(=O)c3c2c2ccccc2n3C)CC1	0.22
·	0.38	CC(C)c1ccc(C(O)c2cnc(C(C)C)n2C)cc1 (stereo not given)	0.59
·	-0.21	O=C(N/N=C/c1coc2ccccc2c1=O)c1cn(-c2ccccc2)nc1-c1ccccc1	0.3
22	-0.3	O=C(NCCOc1ccccc1)c1cncc(Br)c1	-0.14
-31	·	COC(=O)C1=C(C)N(Cc2ccc3c(c2)OCO3)C(=O)C1	·

A portion of the library; count on the stated rates, not on these rows.
